LYP inh 2 = blocks human PTPN22 phosphatase activity. Q9Y2R2. recombinant LYP catalytic domain, DiFMUP fluorescence. inhibition, % at 2 µM. actives 0.21% (n = 96,000). AID 640;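 active means inhibition at 2 µM at or above a set limit, the screen mean plus 3 SD, cut at about 24% in these data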;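 further: 0% = DMSO with enzyme and 100% = enzyme fully blocked by orthovanadate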
Rev-RRE block = disrupts HIV-1 Rev binding to RRE RNA; P05866; Rev peptide-RRE RNA binding, FRET; inhibition, % at 8 µM; actives 0.79% (n = 97,000);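 active means inhibition above the screen-wide mean plus 3 SD, cut at about 35% in these data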;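 further: 0% = median DMSO wells and 100% = median Neomycin B control wells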
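Material: labelled RRE RNA duplex and labelled Rev peptide / Buffer or medium: HEPES pH 7.5 salt buffer with EDTA / Compound dosing: single point, 8 µM final nominal compound concentration / Benchmarks: DMSO low control, neomycin B high control / Timing: 5 min preincubation and 15 min binding, 25 °C / Technique: FRET fluorescence readout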
PLK1 PBD inh = inhibitors of human Plk1 polo box domain binding; inhibition, %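 (tested at about 20 µM)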; Plk1 PBD phosphopeptide binding, fluorescence polarization; P53350; actives 0.13% (n = 97,000); in the data active means inhibition above about 34%, passing the limit was not always enough
PLK1 inh = inhibitors of human PLK1 kinase | P53350 | recombinant PLK1 kinase, TR-FRET peptide phosphorylation | inhibition, % at 10 µM | actives 0.53% (n = 97,000) | AID 619;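 active means inhibition of 50% or more in the single-concentration screen; inactive means inhibition below 50%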;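 further: 0% = DMSO max control and 100% = H-89 dihydrochloride min control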
Pyk2 oligo antag = antagonists of human Pyk2 oligomerization. z-score (the deposit names both 25 µM and 10 µM). actives 0.83% (n = 99,000). Q293 cells, Pyk2 FERM NanoBiT luminescence; active compounds read low;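 active means Z-score of -3 or lower, scaled per plate to the spread of control and sample wells; inactive means z-score above -3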;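 further: negative z-score means lost luminescence so less FERM oligomerization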
EphB4 antag = antagonists of human EphB4-ephrin-B2 interaction. EphB4 LBD / TNYL-RAW-Alexa532 peptide, fluorescence polarization. inhibition, % at 7 µM. P54760. actives 0.15% (n = 97,000);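 active means inhibition above the screen-wide mean inhibition plus 3 SD, cut at about 15% in these data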;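 further: 0% = DMSO wells and 100% = excess unlabeled TNYL-RAW peptide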
Target sequence (P54760 whole entry, looked up, the tested form may be a part): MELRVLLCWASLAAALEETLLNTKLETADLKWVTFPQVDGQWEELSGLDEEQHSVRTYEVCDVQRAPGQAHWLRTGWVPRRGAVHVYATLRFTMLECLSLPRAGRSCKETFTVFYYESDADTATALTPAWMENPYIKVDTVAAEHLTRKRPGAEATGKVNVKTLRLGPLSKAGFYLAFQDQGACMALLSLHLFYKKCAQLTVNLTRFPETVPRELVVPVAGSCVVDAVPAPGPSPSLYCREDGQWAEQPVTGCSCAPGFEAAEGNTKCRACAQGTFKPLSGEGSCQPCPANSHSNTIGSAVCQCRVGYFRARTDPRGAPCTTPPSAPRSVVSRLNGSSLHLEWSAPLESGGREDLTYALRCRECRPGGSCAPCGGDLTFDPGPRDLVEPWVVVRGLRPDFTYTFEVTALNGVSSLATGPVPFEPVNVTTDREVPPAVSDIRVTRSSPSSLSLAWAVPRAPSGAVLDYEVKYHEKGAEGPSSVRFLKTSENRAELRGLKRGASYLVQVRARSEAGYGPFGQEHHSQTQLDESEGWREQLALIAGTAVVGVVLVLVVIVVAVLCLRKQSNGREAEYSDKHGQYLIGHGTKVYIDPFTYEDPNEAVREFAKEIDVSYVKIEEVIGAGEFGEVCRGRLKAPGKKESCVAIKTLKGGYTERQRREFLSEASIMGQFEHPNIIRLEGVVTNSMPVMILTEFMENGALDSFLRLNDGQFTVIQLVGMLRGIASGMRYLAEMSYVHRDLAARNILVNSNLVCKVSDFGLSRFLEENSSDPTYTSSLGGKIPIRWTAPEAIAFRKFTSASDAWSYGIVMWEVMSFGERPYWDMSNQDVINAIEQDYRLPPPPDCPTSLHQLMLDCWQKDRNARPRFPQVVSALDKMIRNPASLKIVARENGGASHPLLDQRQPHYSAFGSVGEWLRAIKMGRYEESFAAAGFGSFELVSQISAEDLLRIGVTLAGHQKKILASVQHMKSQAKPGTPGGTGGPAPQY
LYP act = increases human PTPN22 phosphatase activity; Q9Y2R2; recombinant LYP, DiFMUP fluorescence; 0 = plate median, 100 = signal doubled; activation, % at 2 µM; actives 0.11% (n = 96,000); AID 697;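 active means activation at 2 µM above a set limit, the mean plus 5 SD, cut at about 37% in these data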
F-actin modifier = alters cytoskeleton assembly in HUVEC cells. HUVEC TNFa F-actin phalloidin imaging, high content. inhibition, % at 2 µM. actives 0.18% (n = 91,000). AID 836;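 active means inhibition above the batch mean plus 3 SD and confirmed as a hit by visual image inspection, cut at about 30% in these data, passing the limit was not always enough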; further: strong numbers were not always called active
FAK blocker = inhibitors of human focal adhesion kinase | Q05397 | biochemical FAK kinase activity assay | inhibition, %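 (tested at 7 µM)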 | actives 0.84% (n = 97,000); in the data active means inhibition above about 19%;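 further: 0% = DMSO and 100% = reference compound high control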
* = called active by the depositor.

How did CCN(CC)CCNC(=O)CS(=O)Cc1nc(-c2ccccc2Cl)oc1C (stereo not given) do in these assays?
LYP inh 2: 0; Rev-RRE block: 5; PLK1 PBD inh: -3; PLK1 inh: -4; Pyk2 oligo antag: 0.42; EphB4 antag: 5; LYP act: -1; F-actin modifier: -9; FAK blocker: 2

What do the screens show for `COC(=O)c1sccc1NC(=O)c1ccc(Cl)s1`?
LYP inh 2: -2; Rev-RRE block: 4; PLK1 PBD inh: -7; PLK1 inh: -8; Pyk2 oligo antag: -0.33; EphB4 antag: -7; LYP act: 2; F-actin modifier: 4; FAK blocker: -4

Results for CCOc1cc(-c2nc3cc(C)ccn3c2NCC2CCCO2)ccc1O (stereo not given) ?
LYP inh 2: -10; Rev-RRE block: 3; PLK1 PBD inh: -22; PLK1 inh: -7; Pyk2 oligo antag: 0.73; EphB4 antag: 3; LYP act: 7; F-actin modifier: 0; FAK blocker: -3

Results for Cc1cc(C)n(-c2cc(C(C)(C)C)nc3c(-c4ccc(Cl)cc4)cnn23)n1 ?
LYP inh 2: -2; Rev-RRE block: -9; PLK1 PBD inh: -7; PLK1 inh: -8; Pyk2 oligo antag: 0.13; EphB4 antag: -3; LYP act: 4; F-actin modifier: -1; FAK blocker: -6

How did O=C(Nc1nnc(CCOCCOCCc2nnc(NC(=O)c3ccco3)s2)s1)c1ccco1 do in these assays?
LYP inh 2: -8; Rev-RRE block: 1; PLK1 PBD inh: -17; PLK1 inh: -3; Pyk2 oligo antag: 1; EphB4 antag: 1; LYP act: 7; F-actin modifier: -1; FAK blocker: -1

Results for O=S(=O)(NCC1OCCc2ccccc21)c1ccc(S(=O)(=O)N2CCOCC2)cc1 (stereo not given) ?
LYP inh 2: -2; Rev-RRE block: 10; PLK1 PBD inh: -2; PLK1 inh: -2; Pyk2 oligo antag: 1.4; EphB4 antag: 2; LYP act: 0; F-actin modifier: -21; FAK blocker: 11

How did Cc1ccc(-c2noc(CCC(=O)Nc3cc(C)ccn3)n2)cc1 do in these assays?
LYP inh 2: 1; Rev-RRE block: -1; PLK1 PBD inh: -9; PLK1 inh: 0; Pyk2 oligo antag: 0.11; EphB4 antag: 1; LYP act: -1; F-actin modifier: 0; FAK blocker: 2

What do the screens show for `CCC(=O)NC1=C(NC(C)c2ccccc2)C(=O)c2ccccc2C1=O` (stereo not given)?
LYP inh 2: 2; Rev-RRE block: 3; PLK1 PBD inh: 15; PLK1 inh: -18; Pyk2 oligo antag: -0.39; EphB4 antag: -4; LYP act: -4; F-actin modifier: -3; FAK blocker: 0

How did O=C(Cc1cn2ccsc2n1)Nc1nc2c(s1)CCCC2 do in these assays?
LYP inh 2: -4; Rev-RRE block: 2; PLK1 PBD inh: 19; PLK1 inh: 1; Pyk2 oligo antag: 0.01; EphB4 antag: -1; LYP act: 1; F-actin modifier: 14; FAK blocker: -8

How did CCc1nn(-c2ccccc2)c2c1-c1cc(OC)c(OC)cc1C1(N2)C(=O)Nc2ccccc21 (stereo not given) do in these assays?
LYP inh 2: 8; Rev-RRE block: -3; PLK1 PBD inh: -30; PLK1 inh: -9; Pyk2 oligo antag: -1.9; EphB4 antag: 0; LYP act: -6; F-actin modifier: -21; FAK blocker: -1

How did CCOC(=O)N1CCN(C(=O)Cc2ccc(-n3c(=O)[nH]c4ccccc4c3=O)cc2)CC1 do in these assays?
LYP inh 2: -20; Rev-RRE block: 0; PLK1 PBD inh: -20; PLK1 inh: 6; Pyk2 oligo antag: 0.4; EphB4 antag: 1; LYP act: 18; F-actin modifier: 6; FAK blocker: 1

Results for O=C(CSc1nnc(-c2cccnc2)o1)Nc1ccccn1 ?
LYP inh 2: -9; Rev-RRE block: 5; PLK1 PBD inh: 11; PLK1 inh: -5; Pyk2 oligo antag: 1.1; EphB4 antag: 3; LYP act: 8; F-actin modifier: -16; FAK blocker: -2

What do the screens show for `COc1cc(/C=N/NC(=O)C2c3ccccc3Oc3ccccc32)ccc1O`?
LYP inh 2: -2; Rev-RRE block: 5; PLK1 PBD inh: -16; PLK1 inh: -6; Pyk2 oligo antag: -0.38; EphB4 antag: 9; LYP act: 6; F-actin modifier: -8; FAK blocker: 2

What do the screens show for `O=C(NNC(=O)C1CCN(Cc2cccc(F)c2)CC1)c1cccc(Cl)c1`?
LYP inh 2: 3; Rev-RRE block: 2; PLK1 PBD inh: -10; PLK1 inh: -4; Pyk2 oligo antag: 0.21; EphB4 antag: -7; LYP act: 3; F-actin modifier: -29; FAK blocker: -2

Results for CC[n+]1c(/C=C/Nc2ccccc2)oc2ccccc21 ?
LYP inh 2: 2; Rev-RRE block: 52*; PLK1 PBD inh: -26; PLK1 inh: -17; Pyk2 oligo antag: -1.6; EphB4 antag: -11; LYP act: 4; F-actin modifier: 7; FAK blocker: -2

What do the screens show for `COC(=O)c1sccc1NC(=O)c1cc(-c2ccc(C)cc2C)nc2ccccc12`?
LYP inh 2: -9; Rev-RRE block: 9; PLK1 PBD inh: 3; PLK1 inh: -8; Pyk2 oligo antag: -0.33; EphB4 antag: -4; LYP act: 12; F-actin modifier: -2; FAK blocker: -3

What do the screens show for `COc1ccc(-n2c(C)c([N+](=O)[O-])c3ccc(O)c(CN(C)C)c32)cc1`?
LYP inh 2: 11; Rev-RRE block: 0; PLK1 PBD inh: -1; PLK1 inh: -7; Pyk2 oligo antag: -2.6; EphB4 antag: -4; LYP act: -6; F-actin modifier: 10; FAK blocker: -1

How did COc1cc(/C=N\n2cnnc2)ccc1OCC(=O)Nc1ccc(C)cc1 do in these assays?
LYP inh 2: 7; Rev-RRE block: 5; PLK1 PBD inh: 4; PLK1 inh: -14; Pyk2 oligo antag: -0.45; EphB4 antag: 3; LYP act: -4; F-actin modifier: 23; FAK blocker: 3

What do the screens show for `CCc1ccc2c(c1)c(N=NC1=NC(=O)CS1)c(O)n2C`?
LYP inh 2: 5; Rev-RRE block: -8; PLK1 PBD inh: -37; PLK1 inh: 0; Pyk2 oligo antag: -2.8; EphB4 antag: 4; LYP act: -1; F-actin modifier: 25; FAK blocker: -12

Results for O=C(C1CCN(S(=O)(=O)N2CCC3(CC2)OCCO3)CC1)N1CCOCC1 ?
LYP inh 2: -7; Rev-RRE block: 7; PLK1 PBD inh: 4; PLK1 inh: -11; Pyk2 oligo antag: -0.27; EphB4 antag: 3; LYP act: 5; F-actin modifier: 0; FAK blocker: -2

How did CC1(C)Cc2ccccc2C(N)=C1C#N do in these assays?
LYP inh 2: 8; Rev-RRE block: 2; PLK1 PBD inh: -4; PLK1 inh: -5; Pyk2 oligo antag: 1.3; EphB4 antag: -5; LYP act: -11; F-actin modifier: 14; FAK blocker: 4

What do the screens show for `Cn1c(Oc2ccccc2)c(C=O)c2ccccc21`?
LYP inh 2: 5; Rev-RRE block: 3; PLK1 PBD inh: -1; PLK1 inh: -13; Pyk2 oligo antag: -0.45; EphB4 antag: 0; LYP act: 0; F-actin modifier: -1; FAK blocker: 2

How did COc1ccc(OC)c(S(=O)(=O)N(C)CC(=O)N2CCN(c3ccc(F)cc3)CC2)c1 do in these assays?
LYP inh 2: 1; Rev-RRE block: 9; PLK1 PBD inh: 7; PLK1 inh: 4; Pyk2 oligo antag: 1.7; EphB4 antag: 5; LYP act: -3; F-actin modifier: -4; FAK blocker: 2

Results for O=C1CCc2cc(S(=O)(=O)N3CCC(C(=O)NC4CCCC4)CC3)ccc2N1 ?
LYP inh 2: -2; Rev-RRE block: 7; PLK1 PBD inh: -22; PLK1 inh: -5; EphB4 antag: -6; LYP act: -1; F-actin modifier: -8; FAK blocker: -3

Results for CCN1CCCC1CNC(=O)CSCc1nc(-c2ccccc2C)oc1C (stereo not given) ?
LYP inh 2: 8; Rev-RRE block: -6; PLK1 PBD inh: 2; PLK1 inh: -6; Pyk2 oligo antag: 0.91; EphB4 antag: 8; LYP act: -10; FAK blocker: -4

Results for CCOc1ccc(OCc2ccc(C(=O)Nc3ccc(Cl)cn3)o2)cc1 ?
LYP inh 2: 3; Rev-RRE block: 17; PLK1 PBD inh: -12; PLK1 inh: -11; Pyk2 oligo antag: 1.3; EphB4 antag: 4; LYP act: -4; F-actin modifier: -10; FAK blocker: 3

Results for Cc1cc(C)c2c(n1)sc1c(N3CCN(CCO)CC3)ncnc12 ?
LYP inh 2: -12; Rev-RRE block: 9; PLK1 PBD inh: -7; PLK1 inh: -3; Pyk2 oligo antag: 0.89; EphB4 antag: 5; LYP act: 12; F-actin modifier: -17; FAK blocker: 1

What do the screens show for `CC(=O)Nc1ccc(S(=O)(=O)NC2=C(N3CCN(Cc4ccccc4)CC3)C(=O)c3ccccc3C2=O)cc1`?
LYP inh 2: 2; Rev-RRE block: -1; PLK1 PBD inh: 2; PLK1 inh: -7; EphB4 antag: 8; LYP act: -1; F-actin modifier: 22; FAK blocker: 3

What do the screens show for `CC(C)Cn1c(NCCN(C)C)nc2c1c(=O)[nH]c(=O)n2C`?
LYP inh 2: -4; Rev-RRE block: 1; PLK1 PBD inh: -1; PLK1 inh: -13; Pyk2 oligo antag: -0.02; EphB4 antag: -10; LYP act: 3; F-actin modifier: -4; FAK blocker: -5

Results for CC(C)CC(=O)Nc1ccccc1N1CCN(C(=O)c2ccccc2)CC1 ?
LYP inh 2: -1; Rev-RRE block: -3; PLK1 PBD inh: 5; PLK1 inh: -15; Pyk2 oligo antag: -0.6; EphB4 antag: -3; LYP act: 1; F-actin modifier: -2; FAK blocker: -2

Results for COc1ccc(C(C)C)cc1S(=O)(=O)Nc1ccccn1 ?
LYP inh 2: -4; Rev-RRE block: 10; PLK1 PBD inh: 6; PLK1 inh: -19; Pyk2 oligo antag: 0.37; EphB4 antag: 6; LYP act: 2; F-actin modifier: 0; FAK blocker: 0

Results for CCOC(=O)N1CCC(N2Cc3cccc(C(=O)N4CCN(C5CCCCC5)CC4)c3C2=O)CC1 ?
LYP inh 2: 8; Rev-RRE block: -1; PLK1 PBD inh: 8; PLK1 inh: -11; EphB4 antag: 0; LYP act: -10; F-actin modifier: -2; FAK blocker: 0

Results for CC(=O)Nc1ccc(NC(=O)CC2Nc3cccc4cccc(c34)NC2=O)cc1 (stereo not given) ?
LYP inh 2: -3; Rev-RRE block: 1; PLK1 PBD inh: -27; PLK1 inh: 2; Pyk2 oligo antag: -0.13; EphB4 antag: 0; LYP act: 6; F-actin modifier: -28; FAK blocker: -1

What do the screens show for `COc1ccc(OC)c(NC(=O)Cn2c(=O)n(CC(=O)NCc3ccco3)c(=O)c3ccccc32)c1`?
LYP inh 2: -16; Rev-RRE block: -4; PLK1 PBD inh: -13; PLK1 inh: 2; Pyk2 oligo antag: -1; EphB4 antag: -2; LYP act: 15; F-actin modifier: 0; FAK blocker: -1
